From PubChem BioAssay
PKA kinase inh – inhibitors of human protein kinase A | PKA Kemptide phosphorylation, Kinase-Glo ATP luminescence | 65,000 compounds, 0.1% hits | AID 524 | P17612 | inhibition, % at 6 µM;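 active = inhibition above the screen-wide mean inhibition plus 3 SD, cut at about 21% in these data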; also: many of its hits are not listed in these tables
HER2 expr 66K – Her2 kinase expression inhibition; HER2 level % of control, % at 10 µM; SKBR-3 HER2 protein level, AlphaScreen, 18-24 h; hits give low values; 65,000 compounds, 0.69% hits; P04626;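 active = HER2 level under 5% of the carrier-only control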;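 also: 100% = DMSO carrier and 0% = 500 nM PU-H71 HSP90 inhibitor; lower value means stronger loss of Her2 protein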
CatS inh – inhibitors of human cathepsin S. inhibition, %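 (tested at 5 µM per compound within 10-compound mixtures)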. 62,000 compounds, 0.06% hits. AID 501. recombinant cathepsin S, AMC dipeptide fluorescence, pooled mixtures; in the data active = inhibition above about 32%, passing the limit was not always enough;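 also: 0% = enzyme without compound and 100% = blank without enzyme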
Target sequence (P25774 115-331 limits assumed): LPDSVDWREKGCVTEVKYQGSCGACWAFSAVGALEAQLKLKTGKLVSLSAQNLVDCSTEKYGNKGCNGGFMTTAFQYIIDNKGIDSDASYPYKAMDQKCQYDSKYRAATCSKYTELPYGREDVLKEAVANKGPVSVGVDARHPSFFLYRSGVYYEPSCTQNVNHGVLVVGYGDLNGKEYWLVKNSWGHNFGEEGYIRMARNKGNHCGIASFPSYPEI
CatG inh – blocks human cathepsin G enzyme activity | purified enzyme, AMC-tetrapeptide fluorescence, pooled mixtures | inhibition, % at 5 µM (by protocol) | 62,000 compounds, 0.2% hits | AID 581;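 active = inhibition above 20% in each of the two mixture wells holding the compound; inactive = inhibition of 20% or less in either well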;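 also: 0% = enzyme control without mixture and 100% = blank lacking enzyme; strong numbers were not always called active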
CatL inh – blocks human cathepsin L protease activity | 58,000 compounds, 0.17% hits | P07711 | inhibition, %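 (tested at 10 µM)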 | purified cathepsin L, fluorogenic substrate, fluorescence | AID 460; in the data active = inhibition above about 45%;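 also: 0% = enzyme with no compound and 100% = no enzyme blank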
C1s block – human complement C1s inhibition; mean inhibition % of two 10-compound mixtures (hits give high values), % at 5 µM (by protocol); 62,000 compounds, 0.16% hits; P09871; purified C1s, fluorogenic AMC substrate, pooled mixtures; AID 538;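 active = inhibition above 20% in each of the two 10-compound mixture wells holding the compound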;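 also: 0% = enzyme wells lacking compound mixture and 100% = no-enzyme blank wells; some compounds called inactive have numbers as strong as hits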
Target sequence (P09871 16-437 limits assumed): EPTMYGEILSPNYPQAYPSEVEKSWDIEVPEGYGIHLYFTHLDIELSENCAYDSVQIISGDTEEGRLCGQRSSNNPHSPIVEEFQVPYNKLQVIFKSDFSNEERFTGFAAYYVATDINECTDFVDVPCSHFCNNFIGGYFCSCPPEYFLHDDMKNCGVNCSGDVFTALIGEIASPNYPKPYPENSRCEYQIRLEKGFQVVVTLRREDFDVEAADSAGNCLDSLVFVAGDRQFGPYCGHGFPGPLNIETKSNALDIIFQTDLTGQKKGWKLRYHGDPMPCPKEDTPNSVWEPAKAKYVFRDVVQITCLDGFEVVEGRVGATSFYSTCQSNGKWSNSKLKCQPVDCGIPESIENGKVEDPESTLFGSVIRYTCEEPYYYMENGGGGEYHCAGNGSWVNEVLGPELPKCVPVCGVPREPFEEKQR
Target sequence (P09871 438-688 limits assumed): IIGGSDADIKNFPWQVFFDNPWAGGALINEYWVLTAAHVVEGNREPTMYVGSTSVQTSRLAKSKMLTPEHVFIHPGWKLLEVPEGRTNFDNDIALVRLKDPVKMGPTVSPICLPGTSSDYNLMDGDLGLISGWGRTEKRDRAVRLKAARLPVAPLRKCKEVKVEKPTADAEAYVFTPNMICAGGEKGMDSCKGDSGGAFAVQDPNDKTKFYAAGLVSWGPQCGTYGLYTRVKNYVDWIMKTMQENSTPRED
ROCK2 blocker – inhibitors of human Rho kinase 2. O75116. purified ROCK2, Kinase-Glo ATP depletion luminescence. inhibition, % at 6 µM. 60,000 compounds, 0.35% hits. AID 604;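 active = inhibition above the screen-wide mean inhibition plus 3 SD, cut at about 18% in these data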;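 also: plate controls were DMSO wells for no effect and Y-27632 control wells after no-enzyme background subtraction for full effect; many of its hits are not listed in these tables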
CatB mixtures – inhibitors of human cathepsin B in compound mixtures. Purified cathepsin B, AMC dipeptide fluorescence. inhibition, %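 (ten-compound pools at 5 µM per compound and 50 µM total)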. 62,000 compounds, 0.06% hits; in the data active = inhibition above about 22%, passing the limit was not always enough;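 also: 0% = enzyme without compound and 100% = no enzyme blank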
CatB inh – human cathepsin B inhibition | P07858 | purified cathepsin B, fluorogenic substrate, fluorescence | inhibition, %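 (tested at 10 µM)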 | 63,000 compounds, 0.1% hits | AID 453; in the data active = inhibition above about 21%;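 also: 0% = enzyme with no compound and 100% = no enzyme blank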
The depositor's hits bear a star; / = not tested or not shown.

PKA kinase inh	HER2 expr 66K	CatS inh	CatG inh	SMILES	CatL inh	C1s block	ROCK2 blocker	CatB mixtures	CatB inh
-1	95	10	2	O=C(CSc1nc2ccccc2n1CC(=O)N1CCCC1)N1CCN(C(=O)c2ccco2)CC1	-1	-3	-2	4	-1
4	72	13	-10	CC(=O)NC(CCS(C)(=O)=O)C(=O)Nc1cccc(C)c1 (stereo not given)	12	-16	5	7	3
7	96	-5	5	Cc1c(N2C(=O)c3ccccc3C2=O)c(=O)n(-c2ccccc2)n1C	-11	-19	-1	1	4
-2	56	-2	9	COC(=O)c1cccc(Oc2nc(N3CCOCC3)nc(N3CCOCC3)n2)c1	/	13	4	4	3
9	120	9	7	Cn1c(-c2ccc(N)cc2)nc2ccccc21	13	0	6	-1	8
1	95	-3	3	COc1ccc(CC(=O)Nc2nc(C)cs2)cc1OC	/	8	2	1	2
2	107	-9	-3	O=C(NCc1cccs1)c1ccncc1	-3	-12	6	3	-1
-1	89	13	9	CCOC(=O)c1oc2ccccc2c1NC(=O)Cc1cccs1	5	12	2	6	2
10	95	-4	7	CCC(C)n1nccc1NC(=O)C(C)OC(=O)c1cc2ccccc2[nH]1 (stereo not given)	8	13	6	0	5
-2	75	-7	-14	Cc1ccc2nc(NCCCNC(=O)c3cnccn3)c(C#N)cc2c1	-23	-19	-7	1	-1
8	104	0	-3	CCN(CC(=O)NC(C)C)C(=O)CCNC(=O)c1ccc(Cl)cc1	12	-2	3	-6	-1
11	94	8	8	COc1ccc(CCNC(=O)CCSc2nc(-c3ccco3)cc(C(F)(F)F)n2)cc1	34	12	6	4	5
9	95	-3	7	NC/C(=N\O)c1ccc(Cl)cc1Cl	-7	-14	7	1	0
8	93	-16	2	CCc1c(C)nc(N)n2c(SCC(=O)N3CCN(c4ccccc4OC)CC3)nnc12	7	-37	4	-2	3
8	112	5	-12	Cc1ccc2cc(C#N)c(N3CCCN(S(=O)(=O)c4ccccc4)CC3)nc2c1	-2	-55	-2	-1	6
5	101	/	/	CCO/C(C)=N/n1c2nc3ccccc3nc2c2c(=O)n(Cc3ccccc3Cl)c(C)nc21	-2	/	8	/	-1
2	59	1	-3	CCOC(=O)c1c(NC(=O)CN2CCCCC2)sc2c1CCN(C(=O)OCC)C2	1	-4	2	3	3
-7	84	1	-12	CC(C)CNC(=O)C1CCCN(S(=O)(=O)c2ccc(-n3cnnn3)cc2)C1 (stereo not given)	/	-14	-6	5	8
2	81	/	/	Nc1nonc1-c1noc(-c2ccccc2)n1	18	/	-7	/	6
7	114	-2	-9	CC(C)(C)NC(=O)CSc1nnc(-c2ccco2)n1Cc1ccco1	3	-6	2	3	2
7	92	-6	6	CC1CCN(C2CC(=O)N(c3ccc(Br)cc3Br)C2=O)CC1 (stereo not given)	0	-32	/	0	0
2	112	10	3	CCCn1nc(C(=O)N2CC(=O)Nc3ccccc32)c2ccccc2c1=O	12	-12	2	0	1
5	102	-9	10	COc1ccc(OC)c(-n2cnnn2)c1	-1	20	3	5	1
11	106	-11	-7	Cc1cc(=O)oc2n[nH]c(-c3ccccc3)c12	10	-124	5	-3	2
-4	93	1	-2	Cc1cc(C)c2cc(C(c3nnnn3CC3CCCO3)N3CCN4CCCC4C3)c(=O)[nH]c2c1 (stereo not given)	-3	1	-5	-3	-1
12	61	-5	-2	O=C(CCSCCC(=O)NCc1ccco1)NCc1ccco1	1	-1	4	0	3
-2	100	-16	0	CC(=O)c1c(C)n([O-])c2ccc(C)cc2[n+]1=O	16	-5	-2	-2	3
10	34	-5	9	CC(C)Cn1c(=O)c(C(=O)Nc2cnccn2)c(O)c2ccccc21	9	4	4	2	6
-4	93	-2	10	CCCCOC(=O)C1=C(C)Nc2ncnn2C1c1ccc(OC)c(OC)c1 (stereo not given)	-3	17	-1	5	0
8	85	-5	6	CCCN1CC23C=CC(O2)C(C(=O)O)C3C1=O (stereo not given)	5	14	1	3	-2
12	105	10	1	Cc1noc(C)c1COc1cccc(C(=O)Nc2ccc(C#N)cc2)c1	-1	-10	5	6	-3
9	111	-5	-10	Clc1ccc(SCCCCn2ccnc2)cc1	0	-5	4	4	3
0	110	6	-3	COc1ccc(-n2nc3c(c2NC(=O)c2cc4ccccc4oc2=O)CS(=O)(=O)C3)cc1	11	-41	/	6	-1
2	/	-6	13	CCOC(=O)c1ccc(NC(=O)c2nn(CC)cc2Br)cc1	4	11	6	5	-2
9	97	-1	2	Cc1ccc(Sc2c(C)[nH]n(C(C)(C)C)c2=O)cc1	8	-32	4	-1	-1
2	89	7	5	O=C(CC1=NCCNC(c2ccccc2)C1)c1ccccc1O (stereo not given)	13	-5	7	0	4
10	97	10	-2	COc1ccc(C2SCC(C(=O)O)N2C(C)=O)cc1OC (stereo not given)	/	-19	2	7	9
-10	105	8	1	Cc1onc(-c2ccccc2Cl)c1C(=O)N1CCN(C(=O)c2ccco2)CC1	/	-5	-1	-1	2
-3	84	-3	12	O=C(C(Cc1ccccc1)n1cccc1)N1CCN(Cc2ccccc2)CC1 (stereo not given)	/	17	3	3	0
6	100	-1	9	c1ccc(N2CCN(c3nc(NCc4ccco4)c4ccccc4n3)CC2)cc1	7	-7	3	1	-2
7	87	8	13	CCOC(=O)N1CCN(CC(=O)Nc2ccc(OC)cc2)CC1	/	12	/	-1	5
1	73	-1	3	C(=C\c1ccccc1)/CN1CCN(C(c2ccccc2)c2ccccc2)CC1	-10	-17	7	-8	-5
1	91	-4	-1	CC(=O)Cn1c(C(F)(F)F)nc2ccccc21	/	-25	3	3	-3
8	90	3	8	COc1ccc(NC(=O)Nc2ccc3c(c2)N(C)C(=O)CS3)cc1OC	-3	10	6	5	4
4	80	6	10	O=C(CN1CCN(CC(=O)c2ccc(F)cc2)CC1)Nc1ccccc1Cl	13	-9	5	2	3
4	112	17	54	Cc1ccc(-n2c(SCC(=O)N3CCOCC3)nnc2-c2ccncc2)cc1	17	17	2	6	5
8	71	16	-5	CCCCCC(C)n1[nH]c(=O)c2c(C)cc(C)nc21 (stereo not given)	20	-32	1	1	5
0	93	-1	8	O=C(NCN1C(=O)C2C3C=CC(C3)C2C1=O)OC1CCCCC1 (stereo not given)	0	-1	4	2	2
2	73	-2	9	CCOC(=O)N1CCC(N2C(=O)c3ccc(C(=O)NC4CCCCCC4)cc3C2=O)CC1	/	13	4	-1	3
-1	85	6	-19	Nc1c(C(=O)OCC2CCCO2)c2nc3ccccc3nc2n1C1CCCCC1 (stereo not given)	-134	-70	-7	24	4

Following part
PKA kinase inh	HER2 expr 66K	CatS inh	CatG inh	SMILES	CatL inh	C1s block	ROCK2 blocker	CatB mixtures	CatB inh
7	0.9*	-3	9	CCn1c(=O)c(C(=O)Nc2nc3ccccc3[nH]2)c(O)c2ccccc21	-16	16	8	1	1
12	102	-5	6	CCC(C)NC(=O)C1CC(c2cccc(OC)c2)=NO1 (stereo not given)	2	-28	6	-1	2
5	92	/	/	N#Cc1c(-c2ccco2)cc(C2CC2)nc1N	-55	/	7	/	4
-1	138	9	0	CCCC(CCC(=O)NC1CCCCC1)C(=O)O (stereo not given)	/	1	/	-1	2
1	76	16	47	CCCn1c(C)cc(C(=O)CSc2nnc3n(CCC)c(=O)c4ccccc4n23)c1C	9	17	2	5	0
-3	78	14	8	O=C(NCC(c1cccnc1)N1CCN(c2ccc(F)cc2)CC1)c1ccccc1 (stereo not given)	15	9	0	3	2
0	96	-6	-1	CC(C)CCn1nnnc1C(c1ccc(F)cc1)N1CCN(C(=O)c2ccco2)CC1 (stereo not given)	-7	-1	4	3	-3
0	110	-2	6	COc1ccccc1CNC(=O)CCN1C(=O)COc2ccccc21	0	-11	2	3	3
3	151	-3	3	Cc1ccc(N(C(=O)C2CCCO2)C2C=CS(=O)(=O)C2)cc1Cl (stereo not given)	0	-60	6	-1	5
8	103	5	3	Cc1ncsc1C(=O)NCc1ccc(N2CCCC2=O)cc1	13	-35	-1	-5	2
-3	/	9	8	CCCCCn1c(CNC(C)=O)nc2ccccc21	/	-2	/	0	6
-1	76	0	9	CC1(C)CN=C(NC2CCCCC2)S1	2	12	2	6	3
6	117	6	49	Cc1cc(-c2nc3ncccc3o2)ccc1NC(=O)CC(C)C	-11	23	3	3	7
3	80	-2	7	O=C(Cn1nnc2ccccc21)C1CC1	1	0	1	3	2
9	136	2	10	CCOC(=O)N1CCN(C(=O)C2CC(c3cc(OC)ccc3OC)=NO2)CC1 (stereo not given)	18	14	7	2	6
10	49	-5	7	CC1CCN(S(=O)(=O)c2ccc(NC(=O)CN3CCN(c4ccccc4)CC3)cc2)CC1	10	9	9	0	-1
5	182	19	-3	O=C(CSc1ncccn1)NCc1ccc(F)cc1	-2	0	4	5	3
11	91	-8	7	CCOC(=O)C1CCCN(C(=O)COC(=O)C2=COCCO2)C1 (stereo not given)	7	12	4	-1	4
-2	88	-3	12	O=C(c1ccco1)n1nc(-c2ccc(Cl)cc2)nc1NCc1ccco1	-10	9	-5	3	2
6	86	-4	10	O=C(CSCc1ccccc1)N1CCN(C(=O)c2ccco2)CC1	-13	10	12	1	-3

Individual results from the list:
`CCn1c(=O)c(C(=O)Nc2nc3ccccc3[nH]2)c(O)c2ccccc21` @ C1s block: 16
`O=C(c1ccco1)n1nc(-c2ccc(Cl)cc2)nc1NCc1ccco1` @ ROCK2 blocker: -5
`CC(C)CCn1nnnc1C(c1ccc(F)cc1)N1CCN(C(=O)c2ccco2)CC1` (stereo not given) @ ROCK2 blocker: 4
`CCOC(=O)N1CCN(C(=O)C2CC(c3cc(OC)ccc3OC)=NO2)CC1` (stereo not given) @ C1s block: 14

Entries shown so far containing a thiophene ring, fused or not, in the order listed:
PKA kinase inh	HER2 expr 66K	CatS inh	CatG inh	SMILES	CatL inh	C1s block	ROCK2 blocker	CatB mixtures	CatB inh
2	107	-9	-3	O=C(NCc1cccs1)c1ccncc1	-3	-12	6	3	-1
-1	89	13	9	CCOC(=O)c1oc2ccccc2c1NC(=O)Cc1cccs1	5	12	2	6	2
2	59	1	-3	CCOC(=O)c1c(NC(=O)CN2CCCCC2)sc2c1CCN(C(=O)OCC)C2	1	-4	2	3	3

One compound at a time, as listed above:
O=C(CSc1ncccn1)NCc1ccc(F)cc1 as listed: PKA kinase inh: 5; HER2 expr 66K: 182; CatS inh: 19; CatG inh: -3; CatL inh: -2; C1s block: 0; ROCK2 blocker: 4; CatB mixtures: 5; CatB inh: 3
CCOC(=O)N1CCN(C(=O)C2CC(c3cc(OC)ccc3OC)=NO2)CC1 (stereo not given) as listed: PKA kinase inh: 9; HER2 expr 66K: 136; CatS inh: 2; CatG inh: 10; CatL inh: 18; C1s block: 14; ROCK2 blocker: 7; CatB mixtures: 2; CatB inh: 6
O=C(c1ccco1)n1nc(-c2ccc(Cl)cc2)nc1NCc1ccco1 as listed: PKA kinase inh: -2; HER2 expr 66K: 88; CatS inh: -3; CatG inh: 12; CatL inh: -10; C1s block: 9; ROCK2 blocker: -5; CatB mixtures: 3; CatB inh: 2

The list is partial. The share of hits here may be higher or lower than overall.
